# Screening results from PubChem BioAssay.
# TRb-SRC2 inh: qHTS for Inhibitors of the Interaction of Thyroid Hormone Receptor and Steroid Receptor Coregulator 2 | AID 1469, 2008 | 0.065% of 280,000 active | TRbeta-SRC2 peptide binding, fluorescence polarization; receptor liganded with 1 µM T3 | Potency, µM (series often up to 106 µM), inactives show top-dose activity change, negative = inhibition, actives largely listed as inhibitors;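 also: potency is read from the fitted curve at half-maximal effect; plate controls were bound peptide for no effect and peptide without receptor for full effect; nearly all actives have a fitted effect of over 50% in size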
# Target sequence (P10828 whole entry, looked up): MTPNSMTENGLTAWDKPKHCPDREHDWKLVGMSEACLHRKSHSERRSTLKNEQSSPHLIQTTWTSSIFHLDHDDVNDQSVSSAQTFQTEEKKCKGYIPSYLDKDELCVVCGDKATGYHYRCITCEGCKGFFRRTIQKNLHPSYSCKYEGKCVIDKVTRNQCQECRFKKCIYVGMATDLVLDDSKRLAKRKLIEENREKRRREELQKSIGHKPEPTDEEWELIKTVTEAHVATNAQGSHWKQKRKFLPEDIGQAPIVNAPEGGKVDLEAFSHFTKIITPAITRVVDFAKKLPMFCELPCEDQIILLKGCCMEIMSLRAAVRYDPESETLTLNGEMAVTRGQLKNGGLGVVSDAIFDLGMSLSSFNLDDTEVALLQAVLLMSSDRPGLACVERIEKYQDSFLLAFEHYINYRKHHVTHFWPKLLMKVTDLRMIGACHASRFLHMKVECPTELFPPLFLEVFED
#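 Quantitative HTS by FP: 0.6 uM TRb LBD, 20 nM labeled SRC2 20-mer, 1 uM T3, 5% DMSO; 5 hr ambient incubation; % activity per concentration and potencies from concentration series.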
# GLA spleen mod: qHTS Assay for Inhibitors and Activators of Human alpha-Galactosidase From Spleen Homogenate | Potency, µM (highest dose often 80 µM), without a hit: at the highest dose activity change, negative = inhibition, usual class: inhibitors | AID 2107, 2009 | 0.008% of 240,000 active | human spleen homogenate, 4MU-alpha-Gal fluorescence, 40 min;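 also: potency is read from the fitted curve at half-maximal effect; 0% = enzyme with vehicle and -100% = no enzyme basal signal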
#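 Human spleen homogenate (1 ug) as enzyme source, 4-methylumbelliferyl-alpha-D-galactopyranoside 1 mM final, citrate/phosphate pH 5.0 with 0.01% Tween-20. Compounds 40 min at 37C, NaOH/glycine stop; fluorescence Ex 365/Em 440, Hill-fit AC50.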
# TR SRC2 fluor cs: Total Fluorescence Counterscreen for Inhibitors of the Interaction of Thyroid Hormone Receptor and Steroid Receptor Coregulator 2; 0.29% of 280,000 active; TRb/SRC2 Texas Red total fluorescence interference; Potency, µM (series often up to 106 µM), for inactives: at the top dose fluorescence change, negative = quenching; active = well fitted curve in either direction with a large enough effect; inconclusive = small, poorly fitted or top-dose-only effect; also: potency is read from the fitted curve at half-maximal effect; % is scaled to controls: 0 for no effect and ±100 for the full control effect
#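 Human TRβ ligand-binding domain (0.6 uM) and Texas Red SRC2 peptide (20 nM) in Tris buffer with 1 uM T3 and 5% DMSO were incubated with pinned compound for 5 hr at ambient temperature. Total fluorescence was computed as S + 2P (555/632 nm).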
# Tau fluor counter: Counterscreen qHTS for Inhibitors of Tau Fibril Formation, Fluorescence Polarization | tau K18 P301L Alexa594 fluorescence, heparin fibrillization | Potency, µM (doses to about 57.7 µM), for the others: top-dose activity change, negative = decrease | 0.93% of 280,000 active; also: potency is read from the fitted curve at half-maximal effect; % is scaled to controls: 0 for no effect and ±100 for the full control effect; nearly all actives have a fitted effect of over 55% in size
#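 Human tau K18 P301L (15 uM unlabeled, 0.24 uM Alexa 594-labeled) in 100 mM sodium acetate pH 7 with 20 uM heparin, 6 hr at 37 C. ThT 30 uM added, 1 hr ambient; Alexa 594 FP and total fluorescence read at 555/632 nm.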
# Tau FP inhib: qHTS for Inhibitors of Tau Fibril Formation, Fluorescence Polarization; K18 P301L tau heparin fibrillization, Alexa594 FP, 6 h; Potency, µM (highest dose often 57.7 µM), for the others: at the highest dose activity, negative = inhibition, actives largely listed as inhibitors; 0.39% of 280,000 active; AID 1468, 2008; also: potency is read from the fitted curve at half-maximal effect; % is scaled to controls: 0 for no effect and ±100 for the full control effect; nearly all actives have a fitted effect of over 55% in size
# Target sequence (P10636 561-689 P618L limits assumed): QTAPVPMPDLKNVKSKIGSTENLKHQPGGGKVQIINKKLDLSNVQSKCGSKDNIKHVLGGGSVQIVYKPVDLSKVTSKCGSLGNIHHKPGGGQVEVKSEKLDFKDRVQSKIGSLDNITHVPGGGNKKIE
#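 FP of Alexa 594-tau after heparin (20 uM) induction. Substrate: human K18 P301L, 15 uM unlabeled, 0.24 uM labeled. Buffer 100 mM sodium acetate pH 7. 6 hr, 37 C.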
# Epigenetic derep: Quantitative High-Throughput Screen for Regulators of Epigenetic Control; murine LDR cells, GFP reporter derepression, 30 h; AID 1865, 2009; Potency, µM (titrated, usually from 53.9 µM), for the others: at the highest dose GFP activation, usual class: activators; 0.2% of 280,000 active; also: potency is read from the fitted curve at half-maximal effect; % of control where 0% means no effect; nearly all actives have a fitted effect of over 60% in size
#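 Murine LDR cells bearing a silenced CMV-driven GFP reporter were exposed to compound for 30 h at 37 C. After PBS washes, GFP-positive cells (20-120 um objects) counted by laser-scanning microplate cytometry.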
# NPSR antagonist: qHTS Assay for Antagonists of the Neuropeptide S Receptor: cAMP Signal Transduction; Q6W5P4; CHO-NPSR cells, cAMP TR-FRET, antagonist mode; Potency, µM (doses to about 38.3 µM), for inactives: at the top dose activity change, negative = inhibition, most hits filed as inhibitors; 1% of 220,000 active; AID 1461, 2008; also: potency is read from the fitted curve at half-maximal effect; % is scaled to controls: 0 for no effect and ±100 for the full control effect; nearly all actives have a fitted effect of over 50% in size; many of its hits are not listed in these tables
# Target sequence (Q6W5P4 whole entry, looked up): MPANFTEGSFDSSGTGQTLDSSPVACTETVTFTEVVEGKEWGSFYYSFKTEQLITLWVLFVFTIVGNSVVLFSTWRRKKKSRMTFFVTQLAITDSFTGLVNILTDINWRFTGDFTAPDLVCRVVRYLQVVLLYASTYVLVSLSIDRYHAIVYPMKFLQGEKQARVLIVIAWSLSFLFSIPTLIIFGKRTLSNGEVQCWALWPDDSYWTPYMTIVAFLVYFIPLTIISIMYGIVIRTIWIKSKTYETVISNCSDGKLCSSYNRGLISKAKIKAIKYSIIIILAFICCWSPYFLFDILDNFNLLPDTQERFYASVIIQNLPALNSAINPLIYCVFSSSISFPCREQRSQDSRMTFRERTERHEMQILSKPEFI
# CBFb-RUNX1 inh: qHTS Assay for Compounds Blocking the Interaction Between CBF-beta and RUNX1 for the Treatment of Acute Myeloid Leukemia; Runt-related transcription factor 1 (Homo sapiens) + Core-binding factor subunit beta …; AlphaScreen CBFb-His/RUNX1-biotin binding, biochemical; Potency, µM (highest dose often 59.8 µM), inactives show at the top dose activity, negative = inhibition, usual class: inhibitors; 230,000 tested, under 10 active; AID 1477, 2009; also: % of control where 0% means no effect
#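 AlphaScreen proximity signal reports loss of binding between His-tagged CBF-beta and biotin-labelled RUNX1, each at 30 nM. Proteins are pre-associated for 20 minutes, compounds added for 15 minutes, then beads for 90 minutes, all at ambient temperature.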
# Numbers without * were called inactive; ? = inconclusive; / = not tested or not shown; [ ] = remark or other dose. Unless noted, calls follow the shape of the dose curve; as a rule, active = well fitted curve in the direction sought with a large enough effect; inconclusive = small, poorly fitted or top-dose-only effect, or another doubt; inactive = no such curve, though single readings can be large; an effect the other way counts as inactive or inconclusive. These rows are one share of the data, so the mix of outcomes need not match the whole.
SMILES,TRb-SRC2 inh,GLA spleen mod,TR SRC2 fluor cs,Tau fluor counter,Tau FP inhib,Epigenetic derep,NPSR antagonist,CBFb-RUNX1 inh
COc1cccc(CSc2nc3ccccc3[nH]2)c1,-9.9%,-2.1%,-3.4%,-7.1%,1.6%,-1.0%,10.1%,1.4%
O=C(Nc1ccon1)c1cccc(S(=O)(=O)N2CCCC2)c1,-15.5%,-2.5%,-2.3%,4.5%,2.3%,0.0%,1.1%[46.1 µM],-3.4%
Cc1cnc(CNc2nc(-c3cccnc3)nc3ccccc23)cn1,1.2%,2.8%,-2.4%,-14.1%,1.2%,0.3%,/,/
CCOc1ccc(NC(=O)CSc2nc3cccnc3n2CCOC)cc1,-21.0%,14.4%,2.2%,-15.7%,-7.8%,7.3%,9.6%[46.1 µM],-5.2%
CCOC(=O)N1CCC(NC(=O)C2CCN(C(=O)N3CCOc4ccccc43)CC2)CC1,-20.4%,13.0%,0.7%,-2.9%,4.6%,-2.9%,-5.4%[46.1 µM],6.0%
Cc1ccc(NC2=NCCCCC2)cc1C,-16.4%,-1.6%,-0.8%,-10.7%,-5.0%,-0.9%,-4.7%[46.1 µM],7.1%
Cc1ccc(S(=O)(=O)c2nc(-c3ccccc3)oc2N2CCN(c3ccccc3)CC2)cc1,-9.5%,/,-4.0%,-9.5%,8.2%,-1.0%,/,/
COC(=O)c1cn(CC(=O)Nc2ccc(F)cc2)c2ccccc12,-6.3%,4.3%,0.8%,-2.9%,-2.7%,?,3.7%,7.1%
CCCC1(c2ccccc2)NC(=O)N(CC(=O)Nc2cc(C)on2)C1=O (stereo not given),1.4%,6.4%,-1.0%,-7.6%,-0.3%,6.0%,-3.1%,2.7%
CC1(C)C(OC(=O)CCC(=O)O)CC[C@]2(C)C1CC[C@@]1(C)C2C(=O)C=C2[C@@H]3C[C@@](C)(C(=O)O)CC[C@]3(C)CCC21C (stereo not given in full),-2.0%,7.1%,-0.5%,0.5%,0.0%,-0.5%,/,12.4%
CCn1cc(S(=O)(=O)c2ccccc2)c(=O)c2cc(F)c(N3CCN(c4ccccc4)CC3)cc21,?,/,56.2µM*[quencher],1.4%,-5.0%,-2.3%,/,/
CNc1cc(C)nc(N2CCOCC2)n1,-9.9%,-5.4%,-0.9%,-4.8%,0.6%,5.3%,-6.3%,3.4%
COc1cc2[nH]c(=S)nc(NC3CCCC3)c2cc1OC,1.6%,6.5%,-2.6%,-16.7%,?,2.6%,-5.2%,3.4%
COc1ccc(-c2nn3c(=O)cc(CN4CCN(C(=O)c5ccc(C(C)(C)C)cc5)CC4)nc3s2)cc1,-7.6%,/,-0.8%,-5.1%,-9.4%,-0.5%,/,/
Cn1cccc1CC(=O)NNC(=S)Nc1ccc(Cl)cc1Cl,2.5%,-9.4%,-12.9%,-14.4%,6.1%,-1.1%,11.0%,-17.1%
Cc1cccc(-n2c(N)cc(=O)nc2SCC(=O)Nc2nnc(CC(C)C)s2)c1,-1.4%,-11.4%,0.8%,0.2%,12.4%,-0.8%,-11.8%[46.1 µM],-3.1%
CCCCOCC1CC(CC#CCN2CCCCC2)C(=O)O1 (stereo not given),2.0%[53 µM],3.5%,-0.1%[53 µM],-0.4%,-2.8%,1.7%,-24.3%,2.4%
O=c1oc2cc(O)c(Cl)cc2c2ccccc12,1.6%,-3.1%,-3.7%,-12.7%,8.2%,-6.4%,7.94µM*,6.0%
Cc1ccc2c(c1)N(CC(=O)NCC1CCCO1)C(=O)C(C)O2 (stereo not given),4.4%,-11.1%,0.2%,-1.8%,-0.8%,-1.0%,0.8%[46.1 µM],0.8%
CS(=O)(=O)N1N=C(c2cccs2)CC1c1ccccc1O (stereo not given),-3.7%,-0.5%,-6.7%,-2.6%,6.4%,0.0%,-2.2%,7.4%
N/C(=N/OS(=O)(=O)c1ccc([N+](=O)[O-])cc1)c1ccncc1,-1.2%,3.1%,1.7%,-6.7%,-10.6%,1.1%,21.5%,2.8%
C=CCOc1c(Cl)cc(/C=N/O)cc1OC,5.3%,5.9%,-0.6%,-2.3%,-3.7%,1.5%,-7.6%[46.1 µM],1.7%
COc1ccc(N2CCN(c3ncnc4c3cnn4-c3ccc(C)c(Cl)c3)CC2)cc1,-3.1%,/,-1.5%,-24.8%,5.6%,5.6%,/,/
CCCN(CC1CC1)C(=O)Nc1ccccc1C,-3.0%,0.1%,-1.0%,-3.7%,-0.8%,-1.1%,-4.8%[46.1 µM],11.8%
COc1ccccc1N1CCN(C(=O)Oc2ccccc2)CC1,-4.6%,-11.3%,-0.2%,-7.7%,8.4%,-2.3%,-12.0%[46.1 µM],4.1%
OC(COCC1COc2ccccc2O1)CN1CCN(c2ccccc2F)CC1 (stereo not given),-1.5%,5.0%,-3.8%,-13.3%,-0.1%,-0.2%,0.8%[46.1 µM],-2.9%
Cc1cc2c(=O)n(Cc3ccco3)c(SCC(=O)c3ccc(Cl)s3)nc2s1,6.8%,-0.8%,-13.9%,-14.4%,5.7%,16.1%,?,-20.9%
NS(=O)(=O)c1ccc(NC(=S)NC(=O)C2CCCCC2)cc1,13.0%,-4.0%,-0.2%,0.3%,-3.0%,0.5%,10.5%,1.3%
O=C(NCCN1CCCC1)c1ccc2c(c1)N(Cc1ccc(F)cc1)C(=O)c1ccccc1S2=O (stereo not given),1.8%,4.4%,1.0%,-22.2%,-8.2%,-1.0%,0.7%,3.9%
CC(=O)Nc1sc(C)c(C)c1CN1CCN(S(=O)(=O)c2ccccc2)CC1,-0.7%,-0.5%,-4.0%,-0.8%,7.8%,0.9%,-20.1%[46.1 µM],3.3%
O=C(CCC1CCCN(C(=O)c2cc(C3CC3)[nH]n2)C1)N1CCN(c2ccccn2)CC1 (stereo not given),5.5%[53 µM],3.1%,-1.1%[53 µM],-4.3%,-4.0%,5.4%,-14.9%,3.6%
CCn1c(=N)n(CC(O)c2ccccc2)c2ccccc21 (stereo not given),4.6%,-1.9%,-0.1%,3.2%,-6.5%,-1.6%,8.9%[46.1 µM],0.7%
CCCNC(=O)NC1C(NC(=O)NCCC)N(C)C(=O)N1C (stereo not given),-11.6%,-7.1%,0.6%,-1.9%,-2.0%,2.3%,-13.7%[46.1 µM],12.0%
CCO[C@@H]1OC(C(=O)N2CCN(Cc3ccc4c(c3)OCO4)CC2)=C[C@H](c2ccc(Br)cc2)[C@H]1CCCO,-6.6%,7.5%,-1.9%,-0.4%,?,-0.7%,?,6.4%
O=C(NNc1ccc(F)cc1F)c1c(F)cccc1Cl,-3.7%,0.2%,0.6%,-10.3%,-5.1%,2.1%,-11.1%,7.7%
O=C(CN1CCCN(S(=O)(=O)c2ccc(Br)cc2)CC1)Nc1ccc2c(c1)OCO2,-6.5%,11.5%,-1.4%,?,1.0%,-1.2%,-16.7%[46.1 µM],-3.3%
COc1ccccc1-n1c(=O)n(C)c2c(C(N)=O)nc(-c3cccc(OC)c3OC)nc21,3.4%,/,-2.2%,-1.9%,-3.1%,6.1%,/,/
Nc1nnc(-c2ccccc2)c(-c2ccccc2)n1,-5.9%,6.4%,-2.7%,0.7%,6.3%,0.0%,-0.2%[46.1 µM],9.6%
OCCC1CN(Cc2cccn2-c2ncccn2)CCN1Cc1ccccc1 (stereo not given),-1.9%,-4.8%,-2.1%,-0.3%,-1.4%,-1.5%,-1.9%,7.7%
CCc1nnc(SCC(=O)Nc2ccc(C(C)=O)cc2)nc1CC,-1.3%,-4.7%,0.1%,-12.7%,?,-1.0%,-15.5%[46.1 µM],2.2%

# Full records as entered above. Screens in order: TRb-SRC2 inh | GLA spleen mod | TR SRC2 fluor cs | Tau fluor counter | Tau FP inhib | Epigenetic derep | NPSR antagonist | CBFb-RUNX1 inh
# O=C(NNc1ccc(F)cc1F)c1c(F)cccc1Cl is entered as -3.7% | 0.2% | 0.6% | -10.3% | -5.1% | 2.1% | -11.1% | 7.7%
# CCCNC(=O)NC1C(NC(=O)NCCC)N(C)C(=O)N1C (stereo not given) is entered as -11.6% | -7.1% | 0.6% | -1.9% | -2.0% | 2.3% | -13.7%[46.1 µM] | 12.0%
# O=C(CCC1CCCN(C(=O)c2cc(C3CC3)[nH]n2)C1)N1CCN(c2ccccn2)CC1 (stereo not given) is entered as 5.5%[53 µM] | 3.1% | -1.1%[53 µM] | -4.3% | -4.0% | 5.4% | -14.9% | 3.6%

# Later entries
SMILES,TRb-SRC2 inh,GLA spleen mod,TR SRC2 fluor cs,Tau fluor counter,Tau FP inhib,Epigenetic derep,NPSR antagonist,CBFb-RUNX1 inh
COc1cc(NC(=O)c2ccc3c(c2)OCCO3)ccc1NC(=O)c1ccco1,-1.7%,2.0%,-3.0%,-17.3%,-8.0%,8.8%,6.5%,-6.0%
COc1ccc(NC(=O)c2oc3ccccc3c2NC(=O)C23CC4CC(CC(C4)C2)C3)cc1,2.2%,/,-2.0%,?,?,-4.5%,/,/
Cc1ccc(-c2noc(-c3ccccc3NC(=O)c3ccccc3)n2)cc1,-2.1%,/,4.5%,-13.1%,6.9%,12.5%,/,/
CCC(Oc1ccccc1F)C(=O)N1CCC(c2nc3ccccc3s2)CC1 (stereo not given),1.7%,/,9.6%,-11.3%,3.5%,2.7%,/,/
CCN(CC)CCCNC(=O)Cn1cnc2ccc(S(=O)(=O)N3CCC(C)CC3)cc2c1=O,8.3%,4.9%,0.4%,0.1%,1.8%,-1.1%,-16.9%,0.4%
Cc1cccc(C(=O)OCc2cc(=O)n3nc(C4CCCCC4)sc3n2)c1,-2.0%,/,-1.3%,-9.7%,-2.2%,1.5%,/,/
CCCC(=O)OCCNc1cc(Sc2nc3ccccc3[nH]2)c2nonc2c1[N+](=O)[O-],1.1%,-0.3%,2.3%,-27.8%,-2.0%,?,?,1.6%
